# RTF Ca sens inh: cardiac RTF calcium sensitivity inhibitors, primary screen, biochemical, IANBD-TnC fluorescence, EC70 calcium; Troponin I, cardiac muscle (Homo sapiens) + Troponin T, cardiac muscle (Homo sapiens) + …; IANBD-labeled cardiac RTF, Ca2+ fluorescence; inhibition, % at 7.15 µM; 340,000 compounds, 0.12% hits;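 active = inhibition above the mean inhibition of all tested compounds plus 3 SD, cut at about 17% in these data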;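 also: assay run at fixed EC70 calcium of 1.6 mM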
# LANA DNA inh: inhibitors of KSHV C-LANA binding to DNA, primary screen, biochemical, fluorescence polarization, FAM-LBS DNA, MBP-C-LANA, single point. inhibition, % at 9 µM. Kaposi's sarcoma herpesvirus LANA C-terminal domain (residues 932-1162) DNA binding. AID 504423, 2011. 340,000 compounds, 0.078% hits;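 active = highest replicate inhibition at or above 60% at 9 µM, even if other replicates fall short; inactive = all replicates below 60% inhibition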;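 also: 0% = neutral control wells and 100% = 4 µM acridine orange control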
# cardiac RTF act: cardiac RTF calcium sensitivity activators, primary screen, biochemical, IANBD-TnC fluorescence, EC20 calcium; Troponin I, cardiac muscle (Homo sapiens) + Troponin T, cardiac muscle (Homo sapiens) + …; IANBD-labeled TnC RTF fluorescence at EC20 calcium; 0% EC20 calcium, 100% full calcium; activation, % at 7.2 µM; 340,000 compounds, 0.24% hits; AID 493008, 2010;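 active = activation above the mean over all tested compounds plus 3 SD, cut at about 30% in these data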;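 also: rise in fluorescence read as greater calcium sensitivity of cardiac thin filaments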
# MOR-DOR inv ag: inverse agonists of MOR-DOR heterodimerization, primary screen, cell-based, luminescence; Mu-type opioid receptor (Homo sapiens) + Delta-type opioid receptor (Homo sapiens), …; cell-based MOR-DOR heterodimer luminescence, inverse agonism; inhibition, % at 9.3 µM; 340,000 compounds, 0.21% hits; AID 504357, 2011; in the data active = inhibition above about 22%, passing the limit was not always enough;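 also: 0% = cells with DMSO and 100% = wells without cells with DMSO; values of inactives mirror those of a sister screen read the other way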
# Keap1-Nrf2 PPI: Keap1-Nrf2 protein-protein interaction inhibitors, primary screen, biochemical, fluorescence polarization, single point; AID 504523, 2011; Kelch-like ECH-associated protein 1 (Homo sapiens), Q14145; inhibition, % at 9.4 µM; Keap1 Kelch-Nrf2 peptide fluorescence polarization, 1536-well; 340,000 compounds, 0.15% hits; in the data active = inhibition above about 12%;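 also: human Keap1 Kelch domain with fluorescein labeled Nrf2 9mer peptide probe; 0% = neutral control wells and 100% = peptide positive control; higher means more block of Keap1 binding to Nrf2 peptide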
# Wnt act: Wnt/beta-catenin pathway activators, primary screen, cell-based, plate reader, single point; Wnt/beta-catenin reporter cell assay, activator; activation, % at 9.35 µM; 300,000 compounds, 1.2% hits; AID 743398, 2014; in the data active = activation above about 30%, passing the limit was not always enough;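 also: 0% = neutral control wells and 100% = positive control wells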
# Pemphigus Ab inh: inhibitors of pemphigus antibody binding to DSG3, primary screen, biochemical, bead-based, flow cytometry, scFv-GFP. binding (percent of control), % at 10 µM. Desmoglein-3 (Homo sapiens), P32926. DSG3-coupled beads, scFv-anti-DSG3-GFP binding; hits give low values. 310,000 compounds, 0.48% hits;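 active = binding more than 3 SD below its plate's average and above zero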;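 also: hits lower antibody fragment binding to DSG3; some compounds called inactive have numbers as strong as hits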
# Target sequence (P32926 whole entry, looked up, the tested form may be a part): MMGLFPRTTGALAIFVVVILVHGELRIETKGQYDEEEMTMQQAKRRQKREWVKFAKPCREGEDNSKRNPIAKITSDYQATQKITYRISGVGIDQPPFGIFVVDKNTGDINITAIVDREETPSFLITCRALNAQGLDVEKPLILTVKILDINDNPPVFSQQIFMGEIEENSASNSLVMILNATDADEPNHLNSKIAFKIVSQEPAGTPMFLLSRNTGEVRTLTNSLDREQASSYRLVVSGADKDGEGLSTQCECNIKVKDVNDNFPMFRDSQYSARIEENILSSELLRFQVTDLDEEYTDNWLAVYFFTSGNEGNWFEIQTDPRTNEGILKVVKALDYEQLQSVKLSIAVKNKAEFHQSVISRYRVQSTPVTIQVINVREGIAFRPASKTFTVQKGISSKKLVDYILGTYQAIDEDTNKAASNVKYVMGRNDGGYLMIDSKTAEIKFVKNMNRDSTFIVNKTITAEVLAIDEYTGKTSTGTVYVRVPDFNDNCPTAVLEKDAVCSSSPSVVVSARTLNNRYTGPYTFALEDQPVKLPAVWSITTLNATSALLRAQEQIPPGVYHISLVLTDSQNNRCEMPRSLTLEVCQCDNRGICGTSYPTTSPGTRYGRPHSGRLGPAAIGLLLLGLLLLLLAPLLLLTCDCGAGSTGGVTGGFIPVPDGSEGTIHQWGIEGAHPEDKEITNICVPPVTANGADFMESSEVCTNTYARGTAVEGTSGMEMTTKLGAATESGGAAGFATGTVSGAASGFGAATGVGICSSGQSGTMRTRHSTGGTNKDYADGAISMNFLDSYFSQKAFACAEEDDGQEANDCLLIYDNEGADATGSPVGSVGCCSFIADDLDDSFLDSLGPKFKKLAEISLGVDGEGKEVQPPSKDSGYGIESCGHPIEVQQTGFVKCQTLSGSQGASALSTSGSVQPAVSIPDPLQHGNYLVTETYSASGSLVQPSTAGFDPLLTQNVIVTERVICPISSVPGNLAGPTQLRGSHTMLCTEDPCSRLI
# Arrestin-AP2 inh: inhibitors of beta-arrestin/AP2 binding, primary screen, biochemical, GPCR trafficking, flow cytometry. inhibition, % at 10 µM. 340,000 compounds, 0.31% hits. beta-arrestin 1 C-terminal peptide binding to AP2 beta2-adaptin appendage (human). FITC-arrestin peptide / GST-AP2 beads; AP2 beta2 appendage carries R879A mutation;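 active = inhibition above a set limit, near 3 SD of compounds lacking own fluorescence, cut at about 54% in these data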;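 also: plate controls were DMSO wells for no effect and 5 µM unlabelled arrestin peptide for full effect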
#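 Assay system: GST-AP2 R879A bound to glutathione beads, E. coli-expressed; Medium: PBS with 0.05% Tween 20 and 0.1% BSA; Also added: fluorescein-tagged arrestin peptide at 50 nM final; Timing: 12 min plus 1 h, RT; Measured by: flow cytometry, FL1 (488/535 nm); Evaluation: percent drop in bead-associated FITC signal.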
# V-ATPase pHluor: regulators of yeast V-ATPase proton pumping, primary screen, pHLuorin cytosolic pH fluorescence. S. cerevisiae. response, % at 10 µM. 350,000 compounds, 0.37% hits. AID 504577, 2011; in the data active = response mostly above about 7.3%, no sharp cut-off; inactive = mostly below about 5.4%; also: actives read high; inactives centre near 0; some compounds called inactive have numbers as strong as hits; reference of the scale not given here
# OPRM1-OPRD1 ag: agonists of OPRM1-OPRD1 heterodimerization, primary screen, cell-based, luminescence; Mu-type opioid receptor (Homo sapiens) + Delta-type opioid receptor (Homo sapiens), …; cells; activation, % at 9.3 µM; 340,000 compounds, 0.3% hits; AID 504326, 2011; in the data active = activation above about 18%;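 also: 0% = vehicle-treated cells and 100% = reference agonist; values of inactives mirror those of a sister screen read the other way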
# Active calls of the source: *; nt = no result given; & = joins results of further samples. The list is partial; rates above refer to the full screens.
no.	Molecule	RTF Ca sens inh	LANA DNA inh	cardiac RTF act	MOR-DOR inv ag	Keap1-Nrf2 PPI	Wnt act	Pemphigus Ab inh	Arrestin-AP2 inh	V-ATPase pHluor	OPRM1-OPRD1 ag
1	CC(=O)n1cc(C=C2C(=O)NC(=O)NC2=O)c2ccccc21	-2.6	2.1	-3.2	0.2	-0.4	-0.4	95.4	3.8	-0.5	0.0
2	OC(CC#CCN1CCCCCC1)(c1ccccc1)C1CCCC1 (stereo unspecified)	-13.3	-1.0	-0.8	-2.3	0.4	-1.0	109.1	-8.3	-2.6	0.5
3	CCCCC(=O)N/N=C/c1c(O)n(Cc2ccc(F)cc2)c(=O)[nH]c1=O	-2.7	-1.3	1.0	9.9	-6.0	-0.6	nt	34.9	0.1	-2.0
4	O=C1C(=Cc2ccccc2)N2CCC1CC2	-9.4	2.5	0.1	12.3	-2.0	-3.9	nt	23.2	-3.4	-2.5
5	COc1ccc(C(O)(c2ccccc2)c2ccncc2)cc1 (stereo unspecified)	-4.1	-0.6	-0.4	-6.7	0.8	-0.2	103.5	-1.0	2.1	1.5
6	O=C(NC(Oc1ccccc1)C(Cl)(Cl)Cl)c1ccccc1 (stereo unspecified)	12.7	-0.2	6.9	-37.2	-3.6	-6.0	100.6	4.6	6.1	6.4
7	CN1C(=O)N(C)C(=O)C2(Sc3ccccc3C2=O)C1=O	-10.2	0.6	3.5	15.8	-7.8	nt	nt	8.4	-0.2	-3.4
8	CC(C)N(CCC(C(N)=O)(c1ccccc1)c1ccccn1)C(C)C (stereo unspecified)	2.5&-7.2	-1.0&0.4	-3.1&10.8	0.3&9.8	-1.0&-7.0	-1.4&-1.5	104.9&105.3	-4.4&10.8	-6.3&1.9	-0.1&-1.8
9	CCCCN1C(=O)/C(=C/C=C/c2ccco2)C(=O)NC1=S	-5.1	9.4	9.3	8.1	-38.8	-0.3	81.8	32.4	0.0	-1.2
10	CCCc1nc2ccccc2c(=O)n1-c1cccc(OC)c1	-2.2	-0.4	6.1	9.1	0.1	nt	88.3	-1.4	-4.3	-1.6
11	N#Cc1ccccc1Cn1cc(C(=O)c2cccs2)c2ccccc21	-13.5	0.6	-8.2	2.5	6.3	0.8	97.7	13.0	2.7	-0.5
12	COC(=O)C1=C(c2cccc(OC)c2OC)C[C@@H]2CC[C@H]1N2C(=O)N1CCC(O)CC1	-8.7	3.0	2.7	6.5	-7.3	-0.7	99.8	4.2	2.1	-1.2
13	O=C1NS(=O)c2cc([N+](=O)[O-])cc([N+](=O)[O-])c21 (stereo unspecified)	-6.6	-0.3	-7.1	-30.5	2.2	-0.3	102.3	0.5	1.8	6.1
14	NC(=O)OCCSc1nnc(-c2cccc(C(N)=S)c2)o1	-2.3	-1.8	-1.8	12.7	1.3	-1.2	105.3	12.2	-1.4	-2.3
15	Cc1c(/C=N/O)c2ccccc2n1C	-17.7	0.0	6.9	-1.6	1.2	-4.5	93.8	20.7	1.3	0.3
16	Nc1ccccc1C(=O)OCC(=O)N1CCc2ccccc21	-5.0	-1.4	-6.8	10.8	-1.2	nt	77.4	-9.3	0.0	-2.0
17	Cc1ccc(NP(=O)(Oc2ccccc2F)Oc2ccccc2F)cc1C	1.7	-0.8	-2.3	-48.4	2.6	-5.5	96.2	44.3	6.4	9.1
18	CN1CCN(c2nc3ccccc3c(=O)n2-c2ccccc2)CC1	-8.1	-1.6	-5.7	12.9	-7.2	-2.3	100.5	-5.6	-4.9	-2.5
19	CCCCOC(=O)C1=C(N)OC2=C(C(=O)CCC2)[C@]12C(=O)Nc1ccccc12	-15.4	-0.8	-1.7	-7.1	2.2	nt	99.0	26.5	6.4	1.4
20	O=C1NC(=O)C(CCc2ccncc2)(CCc2ccncc2)C(=O)N1CCc1ccc(F)cc1	0.8	1.9	-4.7	12.7	3.7	-1.1	101.3	0.4	-0.2	-2.7
21	N[C@@H](Cc1c[nH]c2ccccc12)c1nnc(SCc2ccc(Cl)cc2)o1	-2.2	1.5	-2.4	-25.9	-5.1	0.3	120.6	-4.7	4.9	4.7
22	CN(C)C(=O)Oc1ccc(NC(=O)N2CCOCC2)cc1	-1.4	-0.5	-4.2	16.4	-1.1	0.0	98.0	3.6	-2.9	-3.6
23	Oc1ccccc1/C=N/NP(=S)(c1ccccc1)c1ccccc1	2.8	0.9	5.3	-12.0	-5.4	23.3	120.0	-2.5	-1.8	2.5
24	CCOC(=O)C1SC2(C(F)(F)C(F)F)CC1(O)c1c(c(OC)c3occc3c1OC)O2 (stereo unspecified)	-2.2	0.4	2.8	-18.0	5.5	22.5	96.4	10.7	1.7	3.0
25	CCCNC(=O)N1[C@H]2CC[C@@H]1C(C(=O)OC)=C(c1cccc(C#N)c1)C2	5.1	-0.4	-0.6	5.9	-3.9	-1.7	105.6	-11.7	5.3	-1.3
26	Cc1cccnc1-n1c(-c2ccccc2)nc2ccccc2c1=O	-10.2	0.6	-1.7	-2.7	-5.0	nt	96.5	9.5	7.5	0.5
27	CN1C(=O)/C(=C/C=C/c2ccco2)C(=O)NC1=S	-21.0	60.0*	5.1	14.5	-25.8	0.6	19.4*	11.2	12.2	-2.8
28	Cc1ccc(-c2nc3ccccc3c(=O)n2-c2ccc(O)cc2)cc1	-6.8	1.5	2.9	-3.9	1.0	-0.5	101.2	45.1	3.4	0.7
29	COc1cc2c3c(c1OC)-c1cc(O)ccc1CC3NCC2 (stereo unspecified)	-5.5	-1.7	-0.5	2.9	-0.8	-1.7	110.0	-8.3	2.0	-0.7
30	CN(Cc1ccccc1)C(=O)CN1CCCC1=O	-7.2	1.6	-7.3	9.3	2.6	4.3	114.1	6.5	-3.5	-1.9
31	C=CCN1C(=O)NC(=O)/C(=C/c2ccc(OC)c(CSc3ccccn3)c2)C1=O	-7.5	-0.9	1.3	11.5	-6.6	nt	108.4	3.4	-1.8	-2.8
32	CCC(=NCC1CCCO1)c1c(O)n(-c2ccc(OC)cc2)c(=O)[nH]c1=O (stereo unspecified)	0.4	0.8	-3.2	18.9	-4.5	1.2	nt	0.6	-4.3	-3.8
33	O=P(O)(O)Cc1ccccc1OP(=O)(c1ccccc1)c1ccccc1	-0.4	0.0	1.0	15.1	2.8	4.8	105.1	3.8	2.8	-2.6
34	CN(C)C(Cc1ccc(Cl)cc1)C(=O)c1ccccc1 (stereo unspecified)	-11.1	0.4	-4.6	-4.8	-2.8	12.7	89.3	1.5	0.4	0.8
35	CC(C)(C)OC(=O)c1c(N)n(Cc2ccco2)c2nc3ccccc3nc12	-13.2	1.1	-3.0	40.4*	0.6	0.4	103.5	18.1	-0.4	-6.8
36	CCN(CC)C(=O)c1ccc(NC(=O)c2cc(-n3cnnc3)ccc2Cl)cc1	1.0	0.6	0.2	13.8	0.8	-0.7	99.9	-7.5	-0.4	-2.7
37	CC1=CC(C)C(COC(N)=O)(COC(N)=O)C(C)C1 (stereo unspecified)	-0.3	-0.4	-2.2	-2.5	0.3	nt	nt	4.5	3.4	0.6
38	COc1cccc(N2C(=O)/C(=C/c3ccc(C)o3)C(=O)NC2=S)c1	-8.5	1.5	1.9	8.7	-12.6	-1.0	94.3	1.2	3.5	-1.6
39	Cc1ccnc(NS(=O)(=O)c2ccc(N=Cc3c(O)n(C)c(=O)n(C)c3=O)cc2)n1	-10.5	-0.2	8.1	14.7	-8.4	-3.3	101.2	10.1	-0.8	-2.6
40	CCN1C[C@]2(C)CC[C@H](OC)[C@]34C2[C@H](OC(C)=O)[C@@]2(OCO[C@@]25C[C@H](OC)[C@H]2C[C@]3(O)C5[C@H]2OC)[C@@H]14	-6.9	-0.7	-4.6	4.9	3.9	1.1	91.5	-10.0	2.3	-0.8
41	CCOC1=C(N2CC2)C(=O)C(OCC)=C(N2CC2)C1=O	3.5	6.6	4.5	7.1	0.8	-2.1	120.7	47.3	3.5	-1.4
42	CC(=NCCN1CCOCC1)c1c(O)n(-c2ccccc2C)c(=O)[nH]c1=O	-8.0	-1.1	2.7	5.2	-2.9	nt	109.4	-6.8	1.2	-1.1
43	CCN1CCN(c2ccc([N+](=O)[O-])cc2C(=O)OC)CC1	nt	0.6	nt	nt	0.2	-0.9	104.0	14.4	-1.5	nt
44	COC(=O)C1=CCCN(C)C1	13.7	1.4	-2.6	16.6	4.7	-4.3	102.6	-5.7	2.7	-3.1
45	COc1ccccc1N1C(=O)NC(=O)/C(=C/c2ccc([N+](=O)[O-])s2)C1=O	nt	nt	nt	nt	nt	0.0	103.7	-8.3	125.3*	nt
46	CN1CC(C(=O)c2ccc(F)cc2)C(c2c(F)cccc2Cl)C1 (stereo unspecified)	0.7	-0.3	0.1	12.5	2.6	-1.1	101.7	-8.7	-4.1	-2.3
47	Cc1ccc(C(=O)COC(=O)Cc2ccccc2)cc1	-1.6	-0.5	-4.8	22.2	-0.6	1.9	106.1	22.3	-1.1	-4.4
48	COc1ccc(C2(C#N)CC[N+](C)(C)CC2)cc1	-7.1	2.7	7.7	9.8	-1.7	nt	98.2	-14.2	-2.5	-2.0
49	O=C(NCc1ccccn1)c1ccccc1Cl	-2.5	0.7	-0.9	7.8	5.2	nt	101.3	-10.5	-0.1	-1.5
50	Nc1nc(N)c2cnnn2n1	2.8	-1.3	-6.5	8.8	3.7	-4.1	92.0	33.5	1.7	-1.7
51	NCC(CC(=O)O)c1ccc(Cl)cc1 (stereo unspecified)	-17.6	-0.2	-0.1	3.0	0.1	nt	117.0	24.8	-3.8	-0.5
52	CC(=O)N1CN(C(C)=O)CN(C(C)=O)C1	-0.4	-0.2	3.7	8.1	-8.7	-0.6	80.8	2.5	-4.1	-1.3
53	CC(=O)Nc1ccccc1C(=O)OCc1ccccc1F	-1.6	-2.8	-2.5	-5.7	1.1	8.7	115.7	-2.1	3.0	1.2
